VHR inh abs: blocks human VHR1 dual specificity phosphatase. 0.52% of 290,000 active. inhibition, % at 13.3 µM. P51452. recombinant VHR phosphatase, pNPP absorbance; in the data active = inhibition above about 50%; also: some compounds called inactive have numbers as strong as hits
Target sequence (P51452 whole entry, looked up): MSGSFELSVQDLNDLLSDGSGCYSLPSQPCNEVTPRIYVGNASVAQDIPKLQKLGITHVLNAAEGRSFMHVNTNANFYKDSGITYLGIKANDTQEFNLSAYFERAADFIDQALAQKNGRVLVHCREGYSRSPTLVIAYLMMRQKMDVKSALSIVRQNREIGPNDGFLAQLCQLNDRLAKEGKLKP
CCHF vOTU inh: blocks the CCHF virus ovarian tumor domain protease; CCHFV vOTU protease, Pep-AMC fluorescence; inhibition, % at 11.5 µM; 0.55% of 370,000 active; in the data active = inhibition above about 30%; also: 0% = vehicle wells with enzyme and 100% = no enzyme wells
SARS 3CLpro inh: SARS-CoV 3CLpro protease inhibition. recombinant SARS-CoV 3CLpro, quenched FRET peptide cleavage. 0.14% of 290,000 active. inhibition, % at 6 µM. AID 1706; in the data active = inhibition above about 12%
MazF activator: MazEF (E. coli) toxin RNase activation; P0AE70; 0.32% of 350,000 active; activation, % at 20 µM; FAM/BHQ RNA-DNA oligo cleavage fluorescence, 5 h; in the data active = activation above about 50%
Target sequence (P0AE70 whole entry, looked up): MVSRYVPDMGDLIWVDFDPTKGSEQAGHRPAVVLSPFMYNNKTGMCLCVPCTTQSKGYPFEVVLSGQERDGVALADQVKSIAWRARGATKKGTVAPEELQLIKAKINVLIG
Rv3671c protease: inhibitors of M. tuberculosis serine protease Rv3671c; P9WHR9; inhibition, % at 5.96 µM; 0.048% of 320,000 active; AID 2606; in the data active = inhibition above about 38%;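 also: extracellular domain of Rv3671c used as enzyme; 0% = enzyme with DMSO and 100% = no enzyme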
Target sequence (P9WHR9 whole entry, looked up, the tested form may be a part): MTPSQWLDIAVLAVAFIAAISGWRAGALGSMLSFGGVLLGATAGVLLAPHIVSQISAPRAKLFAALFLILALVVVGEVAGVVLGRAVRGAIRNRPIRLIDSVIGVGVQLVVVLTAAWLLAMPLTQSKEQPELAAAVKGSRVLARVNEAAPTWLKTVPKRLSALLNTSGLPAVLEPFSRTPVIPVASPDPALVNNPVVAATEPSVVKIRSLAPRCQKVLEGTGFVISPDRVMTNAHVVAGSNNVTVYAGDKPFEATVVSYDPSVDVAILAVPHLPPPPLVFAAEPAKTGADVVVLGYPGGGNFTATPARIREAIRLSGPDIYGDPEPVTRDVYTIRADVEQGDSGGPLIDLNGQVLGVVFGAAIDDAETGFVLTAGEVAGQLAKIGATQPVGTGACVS
BoNT A protease: BoNT A light chain protease inhibition. inhibition, % at 10 µM. AID 588499. multiplex microsphere protease substrate cleavage, flow cytometry. 0.17% of 360,000 active; also: plate controls were buffer without enzyme for full effect and enzyme alone for no effect
SSB-PriA inh: inhibitors of Klebsiella pneumoniae PriA binding to SSB C-terminal tail; AlphaScreen SSBct-PriA binding, biotinylated peptide; inhibition, % at 33 µM; 0.6% of 430,000 active; AID 1272365; in the data active = inhibition mostly above about 37%, no sharp cut-off; inactive = mostly below about 20%;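 also: plate controls were negative control peptide for no effect and reference peptide for full effect; strong numbers were not always called active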
Anthrax LF inh2: blocks Bacillus anthracis lethal factor protease; 0.12% of 360,000 active; inhibition, % at 10 µM; multiplex microsphere protease cleavage assay, LF; P15917; also: plate controls were buffer without enzyme for full effect and enzyme alone for no effect
PrPC surface inh: reduces human prion protein on the cell surface; 0.43% of 370,000 active; cell surface PrPC, TR-FRET read-out; inhibition, % at 13.8 µM; AID 720596; P04156; in the data active = inhibition above about 24%; also: 0% = median of the test wells and 100% = reference compound wells
BoNT F protease: inhibitors of Botulinum neurotoxin F light chain protease; 0.22% of 360,000 active; inhibition, % at 10 µM; Multiplex microsphere protease cleavage assay, flow cytometry; in the data active = inhibition above about 35%, passing the limit was not always enough; also: plate controls were buffer without enzyme for full effect and enzyme alone for no effect
Active calls of the source: *; . = no result given; & = joins results of further samples. Rule as the data show it, unless noted: active = inhibition above about 30%; inconclusive = no clear call, values can overlap the other calls; inactive = below that.

nr	SMILES	VHR inh abs	CCHF vOTU inh	SARS 3CLpro inh	MazF activator	Rv3671c protease
1	O=C(O)C1CC(=O)N(c2ccc(OCc3ccccc3Cl)cc2)C1 (configuration not stated)	7.2	8.3	-2.7	3.2	-0.3
2	CCc1cccc(NC(=O)CN2C(=O)NC3(CCCCCCC3)C2=O)c1	15.3	-13.5	5.7	-6.3	-0.1
3	COc1ccc(CNC(=O)c2cc3cccc(O)c3oc2=N)cc1	46.9	0.7	0.0	9.5	6.7
4	COCCNC(=S)N1CCCN(c2nc3cc(C)ccc3cc2C#N)CC1	6.5	-14.1	-7.7	6.1	-7.7
5	COC(=O)c1cc(S(=O)(=O)N2CCN(C(=O)c3ccco3)CC2)cn1C	8.0	14.3	0.2	3.3	0.9
6	CCn1ccc(C(=O)Nc2ccccc2Cl)n1	19.8	4.7	0.1	3.8	2.5
7	c1ccc(NC(c2ccccc2)c2ccncc2)cc1 (configuration not stated)	-3.2	4.9	-6.9	-23.6	5.6
8	O=C(CN1C(=O)C2CC=CCC2C1=O)NCC(=O)Nc1ccc(F)c(F)c1F (configuration not stated)	25.6	-12.7	-5.0	-0.9	-0.9
9	C=CCO/N=C(\C)c1c(O)c(C)c(-c2ccccc2)n(-c2ccccc2)c1=O	-13.9	1.7	-6.1	-0.3	-1.7
10	COc1ccc(Cl)cc1NC(=S)NNC(=O)C1(C)CC1(Cl)Cl (configuration not stated)	16.4	-1.5	7.2	-30.7	7.6

nr	BoNT A protease	SSB-PriA inh	Anthrax LF inh2	PrPC surface inh	BoNT F protease
1	-0.4	1.7	-0.5	-2.8	14.2
2	10.3	-8.6	-15.7	10.4	8.5
3	-1.9	-3.2	-10.2	-4.1	-3.7
4	3.8	-11.8	-3.1	-9.2	23.2
5	2.5	-16.8	-0.6	8.0	4.0
6	-0.1	-7.0&-4.5	-1.2	1.5	2.1
7	-4.6	-6.6	-1.3	-3.9	-20.4
8	0.0	-5.7	-4.6	1.3	-0.2
9	0.0	.	0.6	-1.3	6.3
10	-0.6	1.4	-9.0	-0.6	-13.9

(next part)
nr	SMILES	VHR inh abs	CCHF vOTU inh	SARS 3CLpro inh	MazF activator	Rv3671c protease
11	CC(C)CN(C(=O)COC(=O)C(C)N1C(=O)c2ccccc2C1=O)c1c(N)n(Cc2ccccc2)c(=O)[nH]c1=O (configuration not stated)	.	10.8	.	-9.2	2.4
12	O=C(CCN1C(=O)C2CC=CCC2C1=O)Nc1cc(C(F)(F)F)ccc1N1CCCC1 (configuration not stated)	.	-1.4	.	-1.8	1.2
13	Cc1nn(-c2ccc(Cl)cc2)c2sc(C(=O)c3c(N)n(C)c(=O)n(C)c3=O)cc12	25.5	-2.4	10.0	-5.4	-31.2
14	CCOC(=O)C1=CCC(c2ccccc2C(F)(F)F)N(S(=O)(=O)c2ccc(C)cc2)C1 (configuration not stated)	.	9.9	.	.	.
15	CN1C(=O)C2C[C@@]3(Br)c4ccccc4N(OOSc4ccccc4)[C@H]3N2C(=O)[C@@H]1Cc1ccccc1 (some centres not stated)	.	1.3	.	12.5	-5.3
16	CC(=O)Nc1ccc(S(=O)(=O)Nc2cc(C)cn(Cc3ccccc3)c2=O)cc1	33.9	.	7.3	-10.9	-7.3
17	COc1cccc(/C=N/N2CCOCC2)c1O	13.3	1.7	0.3	11.7	7.2
18	CCCCC[C@@H](C)N1C[C@@H](COCc2ccccc2)Oc2cc(N3CCC[C@H]3CO)ccc2S1(=O)=O	.	27.6	.	.	.
19	COC(=O)Nc1nc(-c2cc(Cl)ccc2Cl)cs1	21.6	17.6	1.5	-9.2	-7.1
20	CCNc1ccccc1C(=O)O	-0.7	-34.3	-4.1	6.5	-5.4

nr	BoNT A protease	SSB-PriA inh	Anthrax LF inh2	PrPC surface inh	BoNT F protease
11	2.6	2.4	1.9	-0.1	4.8
12	3.8	-14.7	-1.7	6.3	-2.5
13	-0.1	-31.5	2.4	-7.2	2.6
14	0.6	.	5.6	4.8	8.1
15	0.0	-4.2	-7.9	-6.8	3.1
16	-3.2	-2.3	-0.1	.	-4.2
17	-0.5	.	-0.4	4.3	-2.9
18	-0.5	.	-3.9	2.3	-8.0
19	0.2	0.9	-4.8	0.7	0.1
20	-0.6	0.4&-16.0&8.0	-7.3	4.5	0.1

(further entries)
nr	SMILES	VHR inh abs	CCHF vOTU inh	SARS 3CLpro inh	MazF activator	Rv3671c protease
21	COc1ccc(CCNC(=O)CCSc2nc(-c3ccco3)cc(C(F)(F)F)n2)cc1OC	15.6	15.6	-0.6	-4.1	-4.3
22	Cc1ccc2c(c1)NC(=O)C(N1CCOCC1)(C(F)(F)F)O2 (configuration not stated)	6.2	5.7	-7.8	5.3	5.5
23	CCOc1ccc(NC2=NCCCS2)cc1	14.4	12.5	-1.6	-0.2	-5.0
24	O=C(CCCCCCCC(=O)c1ccccc1)c1ccccc1	18.6	3.0	0.3	-5.9	4.4
25	COc1ccc(C)cc1NC(=O)c1ccoc1C	-23.5	8.9	-0.2	16.2	-13.8
26	CC(=O)Nc1cc(-c2cccc(C(=O)N(C)C)c2)cn2c(-c3ccc(F)c(Cl)c3)cnc12	.	3.6	.	.	.
27	O=C(Nc1ccccc1F)NC1CC1	16.9	-1.1	5.5	-0.3	-4.4
28	Cc1c(NC(=O)CN2C(=O)NC(C)(c3ccc(OC(F)F)cc3)C2=O)c(=O)n(-c2ccccc2)n1C (configuration not stated)	.	-11.2	.	0.5	-6.7
29	O=C(COC(=O)c1ccc[nH]c1=O)NCCc1ccc(F)cc1	16.5	-14.4	2.5	-1.9	3.7
30	O=C(/C=C/c1c(Cl)cccc1Cl)NCc1ccco1	11.9	17.6	4.6	-1.7	-2.2

nr	BoNT A protease	SSB-PriA inh	Anthrax LF inh2	PrPC surface inh	BoNT F protease
21	0.1	-5.9	-2.9	3.2	4.1
22	0.3	-5.9	-0.7	5.5	-11.5
23	-0.5	-2.0	-0.7	-1.8	-9.0
24	-0.4	-10.8	0.5	-1.4	-3.1
25	0.1	-5.2	2.3	-2.9	-0.5
26	0.0	.	-2.9	-0.2	-2.0
27	0.0	-5.2	-0.1	4.6	-0.9
28	1.7	-7.2	-6.6	-7.0	3.2
29	0.2	1.2	-3.2	-1.4	-2.5
30	0.1	-2.0	1.0	5.8	-8.3

Taken from above:
BoNT F protease, compound 27 : -0.9
SSB-PriA inh, compound 22 : -5.9

Next compounds follow.
nr	SMILES	VHR inh abs	CCHF vOTU inh	SARS 3CLpro inh	MazF activator	Rv3671c protease
31	O=C(N/N=C/c1ccncc1)c1cccs1	30.3	.	-0.4	6.3	6.2
32	O=C(CCNS(=O)(=O)c1ccc(Br)s1)NCc1ccc(F)cc1	33.0	4.5	0.3	-0.1	3.5
33	Nc1nc(=S)c2ncn(C3OC(CO)C(O)C3O)c2[nH]1 (configuration not stated)	39.6	-6.4	-0.4	-1.7	0.3
34	Cc1ccc(NC(=O)COC(=O)C(CC(C)C)N2C(=O)C3CC=CCC3C2=O)c(C)c1 (configuration not stated)	23.7	0.0	1.1	-7.1	-0.9
35	O=C(CN1C2=NCCN2c2ccccc21)c1ccc2c(c1)OCO2	0.3	-3.5	-4.3	-7.3	1.5
36	C[C@H]1CN([C@@H](C)CO)C(=O)Cc2cc(NS(C)(=O)=O)ccc2O[C@@H]1CN(C)CC1CC1	.	-1.1	.	-2.5	-1.7
37	CS(=O)(=O)Nc1ccccc1C(=O)NCC1(N2CCCCC2)CCCCC1	10.2	-16.3	3.9	3.3	4.9
38	O=C(COc1ncnc2sccc12)NC1CCCc2ccccc21 (configuration not stated)	12.6	3.1	0.6	0.0	5.8
39	COc1ccc(-c2csc(NCCc3nc4cc(C(=O)NCCCO)ccc4n3Cc3ccc(C)cc3)n2)cc1	.	1.4	.	-7.9	-8.0
40	Cc1ccccc1NC(=O)C(=O)NCC1CCCN1S(=O)(=O)c1cccs1 (configuration not stated)	.	-1.4	.	2.8	0.6

nr	BoNT A protease	SSB-PriA inh	Anthrax LF inh2	PrPC surface inh	BoNT F protease
31	-3.3	.	24.5	.	-19.1
32	-2.7	-12.0	2.7	-1.2	-7.0
33	-4.7	-4.0	-0.3	3.3	-19.6
34	-1.6	-8.8	1.0	1.0	-5.7
35	-1.5	-4.9	-4.8	-6.5	-15.2
36	0.1	-19.7	2.3	-3.6	-6.1
37	-4.6	4.2	-6.6	2.8	-11.1
38	-0.4	-15.1	-2.2	1.6	-7.5
39	-0.5	27.2	0.4	5.3	0.7
40	2.4	-5.0	2.9	-1.6	33.4

Limited to MazF activator, for some of the entries so far:
No.	SMILES	MazF activator
12	O=C(CCN1C(=O)C2CC=CCC2C1=O)Nc1cc(C(F)(F)F)ccc1N1CCCC1 (configuration not stated)	-1.8
13	Cc1nn(-c2ccc(Cl)cc2)c2sc(C(=O)c3c(N)n(C)c(=O)n(C)c3=O)cc12	-5.4

(list continues)
nr	SMILES	VHR inh abs	CCHF vOTU inh	SARS 3CLpro inh	MazF activator	Rv3671c protease
41	COc1ccc(Cc2nnc(N/N=C(\C)c3ccccc3)[nH]c2=O)cc1OC	12.0	2.8	4.4	8.5	0.0
42	CCOC(=O)c1c(C)[nH]c(C(=O)COC(=O)/C=C/c2ccc(OCC#N)c(OC)c2)c1C	17.6	5.6	-1.2	-2.0	-2.1
43	CCOC(=O)C1CCCN(C2=NC(=O)/C(=C/c3ccc(O)c(OCC)c3)S2)C1 (configuration not stated)	2.1	19.1	-5.0	-215.0	-2.6
44	CC12CN3CC(C)(CN(C1)C3c1ccc(Cl)cc1Cl)C2=O (configuration not stated)	6.6	5.2	-2.7	3.9	3.2
45	Cc1ccc(S(=O)(=O)N2CCOCC2)cc1NC(=O)COC(=O)c1ccc2c(c1)OCO2	18.5	-0.2	2.8	-3.8	1.0
46	CC(=O)Nc1ccc(S(=O)(=O)Nc2nccc(/C=C/c3ccccc3F)n2)cc1	-15.0	-5.7	3.1	3.3	10.2
47	NC(=O)C1CCN(c2nc(-c3cc4ccccc4o3)cs2)CC1	.	7.0	.	-0.8	-1.8
48	O=C(COC(=O)C1(c2ccccc2F)CCCC1)NCc1cccs1	14.7	3.2	-0.5	5.9	-0.2
49	O=C1CC2(CCN(C(=O)c3c(F)cccc3F)CC2)Oc2ccccc21	.	-5.8	.	0.9	-4.6
50	CCOc1ccc(N=C(NC#N)SC)cc1	5.9	8.0	-3.1	2.6	5.7

nr	BoNT A protease	SSB-PriA inh	Anthrax LF inh2	PrPC surface inh	BoNT F protease
41	-0.7	.	4.4	-6.5	-4.7
42	-1.4	1.8	-8.3	4.9	-4.5
43	-0.3	8.3	-6.6	-15.7	9.0
44	0.1	-6.4	-12.3	-0.7	-1.4
45	-0.3	-5.2	1.3	3.6	-2.7
46	0.4	2.0	-0.1	5.2	-2.9
47	0.4	-1.1	-1.1	5.6	-2.1
48	1.3	-17.6	0.1	12.2	15.0
49	1.5	-7.4	9.7	0.8	8.3
50	-0.3	-2.0	0.2	-3.9	4.4

Source: PubChem BioAssay (several laboratories)

Some of the compounds tested. The share of hits here may be higher or lower than overall.
